Compound activity: PubChem BioAssay, National Center for Advancing Translational Sciences (NCATS)
Pol iota inh: DNA polymerase iota (human) inhibition; Q9UNA4; 390,000 tested, 1% active; AID 588590; Pol iota fluorescent replication assay, 10 min; Potency, µM (doses to about 115 µM), inactives show at the highest dose activity, negative = inhibition, actives largely listed as inhibitors; note: potency is the fitted concentration of half-maximal effect
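Pol iota at 10 nM preincubated 15 min with compounds at room temperature; reaction started with fluorescent substrate, 50 nM final. Fluorescence read kinetically at 0 and 10 min; buffer-only wells as negative control.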
APEX1 inh: blocks human APE1 abasic DNA cleavage; Potency, µM (series often up to 65.8 µM), without a hit: top-dose activity change, negative = inhibition, actives largely listed as inhibitors; P27695; AID 2517; 350,000 tested, 0.35% active; recombinant APE1, TAMRA/BHQ-2 abasic DNA cleavage fluorescence;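 note: potency is the fitted concentration of half-maximal effect; plate controls were vehicle for no effect and reference inhibitor for full effect; nearly all actives have a fitted effect of over 55% in size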
Target sequence (P27695 whole entry, looked up): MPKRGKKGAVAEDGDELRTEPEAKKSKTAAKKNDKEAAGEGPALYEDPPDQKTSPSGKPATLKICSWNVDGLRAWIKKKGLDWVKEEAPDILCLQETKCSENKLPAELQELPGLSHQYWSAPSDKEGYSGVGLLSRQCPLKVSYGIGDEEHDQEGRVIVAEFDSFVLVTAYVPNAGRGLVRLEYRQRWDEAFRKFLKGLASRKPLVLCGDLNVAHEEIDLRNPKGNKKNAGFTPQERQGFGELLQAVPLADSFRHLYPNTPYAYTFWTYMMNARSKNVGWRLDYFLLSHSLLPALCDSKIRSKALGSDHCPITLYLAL
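Quantitative HTS: incision of a TAMRA/BHQ-2 double-stranded substrate bearing a tetrahydrofuran abasic site by 0.75 nM APE1 raises fluorescence. Substrate 50 nM final, added after 15 min compound preincubation at room temperature; progress as third-minus-first kinetic read difference.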
Anesthetic bind: candidate novel general anesthetic via apoferritin binding | P02791 | AID 485281 | 350,000 tested, 0.074% active | apoferritin/1-aminoanthracene competitive binding, fluorescence | Potency, µM (doses to about 77.5 µM), inactives show at the top dose activity change, negative = displacement, most hits filed as inhibitors; note: potency is the fitted concentration of half-maximal effect; % is set by controls: 0 for no effect and ±100 for the full control effect; nearly all actives have a fitted effect of over 20% in size
Target sequence (P02791 2-175 limits assumed): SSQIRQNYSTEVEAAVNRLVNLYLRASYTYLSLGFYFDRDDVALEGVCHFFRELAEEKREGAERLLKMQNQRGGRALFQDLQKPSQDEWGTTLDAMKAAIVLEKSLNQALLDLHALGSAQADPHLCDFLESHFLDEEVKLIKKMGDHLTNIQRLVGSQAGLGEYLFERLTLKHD
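10 uM apoferritin + 50% sat. 1-AMA, PBS; cpd 10 min RT; Ex380/Em535 endpoint; normalized to free probe vs complex; 4-param Hill fit; propofol titration as pos. ctrl.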
Pol kappa inh: DNA polymerase kappa (human) inhibition. Potency, µM (highest dose often 107 µM), for the others: at the top dose activity, negative = inhibition, usual class: inhibitors. purified Pol kappa, fluorescent DNA synthesis assay, 10 min. 400,000 tested, 0.53% active. Q9UBT6; note: potency is the fitted concentration of half-maximal effect; % is set by controls: 0 for no effect and ±100 for the full control effect
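10 nM Pol kappa preincubated 15 min at room temperature with compounds, then reaction started with substrate at 50 nM final. Fluorescence read kinetically at 0 and 10 min; buffer-only wells served as negative control.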
POLH inh: inhibitors of human DNA polymerase eta; Q9Y253; recombinant Pol eta, fluorescent DNA replication assay; Potency, µM (top dose mostly 114 µM), for inactives: at the top dose activity change, negative = inhibition, usual class: inhibitors; 390,000 tested, 1.2% active; AID 588591; note: potency is the fitted concentration of half-maximal effect; % is set by controls: 0 for no effect and ±100 for the full control effect
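Pol eta at 10 nM preincubated with compounds 15 min at room temperature; reaction started with fluorescent substrate (50 nM final) and read kinetically at 0 and 10 min.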
Glioma ERSR ind: inducers of ER stress response in human glioma cells. Potency, µM, inactives show at the highest dose activation, actives largely listed as activators. 420,000 tested, 0.02% active. U87-MG GRP78 promoter luciferase reporter, 16 h; note: potency is the fitted concentration of half-maximal effect; series mostly up to about 76 µM; % of control where 0% means no effect; nearly all actives have a fitted effect of over 35% in size
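Stably transfected U87-MG human glioma cells carrying a GRP78-based luminescent sensor were seeded at 1000 cells/well, pin-dosed with compounds and incubated 16 h. Luciferase reagent was then added, and end-point luminescence was read after 10 min at room temperature.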
LDHA block: inhibitors of human lactate dehydrogenase A. P00338. purified LDHA, NADH/diaphorase-resazurin fluorescence; stronger effect = lower value. activity change, % (values are at about 110 or 230 µM). 480,000 tested, 0.15% active. AID 1347041; in the data active = activity change below about -30%; inconclusive = mostly about -25% to -30%;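 note: plate controls were DMSO wells for no effect and wells without enzyme for full effect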
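Human LDH5 (2 nM) was incubated with 0.06 mM NADH and 0.2 mM pyruvate for 5 min at room temperature in Tris pH 7.4. Remaining NADH was coupled through diaphorase/resazurin, and resorufin fluorescence was read at 0 and 20 min.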
BLM inh: inhibitors of human Bloom syndrome helicase BLM. P54132. recombinant BLM DNA unwinding, fluorescence dequenching. Potency, µM (doses to about 56.1 µM), without a hit: at the top dose activity change, negative = inhibition, actives largely listed as inhibitors. 350,000 tested, 0.2% active. AID 2528;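 note: potency is the fitted concentration of half-maximal effect; plate controls were vehicle for no effect and no enzyme for full effect; nearly all actives have a fitted effect of over 35% in size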
POLB inh: DNA polymerase beta (human) inhibition; P06746; Pol beta primer extension/strand displacement, fluorescence kinetic; Potency, µM (highest dose often 114 µM), without a hit: top-dose activity change, negative = inhibition, actives largely listed as inhibitors; 340,000 tested, 1.3% active; AID 485314; note: potency is the fitted concentration of half-maximal effect; % is set by controls: 0 for no effect and ±100 for the full control effect
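Reaction started by 50 nM substrate onto compound-treated Pol beta (10 nM, 15 min preincubation, room temperature); plates read at 0 min and 10 min. Normalized concentration-effect data fitted by four-parameter Hill equation.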
* = called active by the depositor; ? = inconclusive; . = not tested or not shown; & = joins results of further samples; [ ] = another dose, or the depositor's remark. Unless noted, calls come from the whole dose curve; as a rule, active = well fitted curve in the direction sought with a large enough effect; inconclusive = small, poorly fitted or top-dose-only effect, or another doubt; inactive = no such curve, though single readings can be large; an effect the other way counts as inactive or inconclusive. Not all compounds are listed, so the mix of outcomes need not match the whole.

SMILES | Pol iota inh | APEX1 inh | Anesthetic bind | Pol kappa inh | POLH inh | Glioma ERSR ind | LDHA block | BLM inh | POLB inh
Cc1cccc(N2CCN(C(=O)CN3C(=O)COc4ccc(S(=O)(=O)N5CCCC5)cc43)CC2C)c1 (stereo not given) | 14% | . | -8% | -15% | -11% | -4% | -2 | -5% | 12%
CCOC(=O)Cc1cc(OC)c(OC)cc1Cc1cc(OC)c(OC)cc1CC(=O)OCC | -5% | -1% | -12% | -17% | -9% | -2% | -2 | 1% | 13%
CCCNC(=O)C(Cc1ccccc1F)NC(=O)c1ccccn1 (stereo not given) | -6% | 13% | . | -10% | -11% | 0% | -18 | . | .
CO[C@@H]1COC(=O)[C@H](C)NC(=O)C/C=C\[C@@H](C)[C@@H](NS(=O)(=O)c2ccc(C)cc2)COC(=O)C/C=C\[C@@H]1C | . | 11%[12.4 µM] | 3%[15.3 µM] | . | . | -4% | . | 3%[12.4 µM] | .
CCOc1ccc(N2CC(C(=O)NCCN3C(=O)S/C(=C\c4cccnc4)C3=O)CC2=O)cc1 (stereo not given) | -19% | -8% | -10% | -11% | 0% | -3% | 0 | -2% | 29%
O=C(O)c1cc2ccccc2c2cc(Br)ccc12 | -6% | 0% | -1% | -8% | -17% | -1% | -9 | -1% | 14%
Cn1c(-c2cccc3ccccc23)n[nH]c1=S | 34%[activator] | 13% | -2% | 6% | -5% | -6% | -7 | 1% | 20%
CN(c1ccccc1)S(=O)(=O)c1ccc2[nH]c(=O)[nH]c2c1 | 26% | 15% | 0% | -9% | -15% | -4% | -2 | -6% | 8%
COc1ccccc1NC(=O)CSc1nc2ccccc2n1C(C)=O | 10% | -6% | -15% | -10% | -12% | 1% | -10 | -4% | 0%
Cc1ccc(-n2c(N)c(C#N)c(-c3ccccc3)c(C#N)c2=O)cc1 | ? | 14% | 91%[activator] | ? | -16% | 0% | -1 | -8% | 14%
CC(C)OCCCNC(=O)C(C)Oc1ccccc1 (stereo not given) | 12%[58.9 µM] | 0% | -18% | -5% | -20% | -4% | -4 | -3% | 1%
O=C(COc1ncnc2ccc(Br)cc12)N1CCOCC1 | 3% | -2% | -11% | -14% | -9% | 1% | 3&-7 | -1% | 1%
CN(C)CC1CCCCC1OC(=O)c1ccc(S(=O)(=O)N(C)c2ccccc2)cc1 (stereo not given) | 58%[activator] | 70%[activator] | -1% | -2% | -12% | -4% | 0 | -2% | 1%
FC(F)(F)c1ccccc1-c1cc(NCc2ccccc2)ncn1 | . | ? | . | -1%[60.1 µM] | . | -2% | . | 0% | .
Oc1ccc2c(c1)OC(c1ccc(O)c(O)c1)C(O)C2 (stereo not given) | . | ? | ? | 10µM* | . | 1% | . | -3% | .
Cc1cccc(CNC(=O)c2cnc3c(-c4cccc(C)c4)c(C)nn3c2C)c1 | -1% | . | 1% | -1% | -9% | -3% | 0 | 0% | 0%
O=C(c1ccc2nc(Cc3cccc(Cl)c3)oc2c1)N1CCC(CO)CC1 | 7% | 53% | -6% | -6% | -21% | -2% | -2 | 2% | -15%
CN1CCN(C(=O)c2ccc(CSc3ccc(Cl)cc3)cc2)CC1 | 21% | 21% | -14% | -13% | -18% | 1% | -2 | 3% | 9%
CCN(CCCNC(=O)CCCOc1cc(=O)n(C)c2ccccc12)Cc1ccccc1 | 7% | -1% | -9% | 1% | -10% | 0% | -4 | 6% | ?
Clc1ccc(COc2ccccn2)c(Cl)c1 | -7% | -2% | ? | -2% | 1% | -4% | -11 | -2% | 28%
COC(=O)c1ccc(NC(=O)CN(Cc2ccccc2)S(=O)(=O)c2ccc(Cl)cc2)cc1 | -1% | . | 56%[activator] | -13% | -16% | -1% | -5 | -18% | 12%
COc1ccc(-c2csc(NC(=O)CSc3nc(C)cs3)n2)cc1 | 1% | . | . | -9% | ? | 4% | 1 | . | .
O=C(NC(=S)Nc1cccc2cc(O)ccc12)c1ccco1 | 36%[activator] | 28% | ? | -1% | -27% | 0% | 1 | -7% | 6%
COc1ccc(CNC(C)C2COc3ccccc3O2)c(OC)c1 (stereo not given) | -2% | -6% | -6% | -5% | -13% | -6% | -12 | 6% | 0%
COc1ccc(N2CC(C(=O)N[C@@H](C)C(=O)NC3CCCCC3)CC2=O)cc1 (stereo not given in full) | 61%[activator] | 14% | 6% | -14% | -10% | -7% | -3 | 1% | -5%
CCCc1c(-c2ccc(O)cc2)nn(-c2ccc(O)cc2)c1-c1ccc(O)cc1 | -12%[58.9 µM] | 12%&-8%&2% | -8% | ? | -6%[57.1 µM] | -3%&-3%&1% | -19 | -10%&-9% | 6%[57.1 µM]
Cc1cc(C)n(CC(=O)N2CCCC(C(=O)c3cccc(OC(C)C)c3)C2)n1 (stereo not given) | 9% | 4% | -12% | -10% | -5% | 4% | -8 | -2% | 16%
O=C(c1ccc(N2CCN(C3CC(=O)N(c4ccc(F)cc4)C3=O)CC2)cc1)c1cccnc1 (stereo not given) | . | 15% | -19% | . | . | . | . | -3% | 28%
Cc1ccc(NC(=O)COC(=O)CC2CCCC2)cc1F | 28% | -11% | . | -3% | -27% | -4% | -7 | . | .
Cc1ccc2[nH]c3c(=O)n(Cc4ccccn4)cnc3c2c1 | -9% | 11% | 8% | 8% | -4% | -2% | 0 | -4% | 1%
O=[N+]([O-])c1cc([N+](=O)[O-])c(Oc2cc(F)cc(F)c2F)cc1NN1CCCCC1 | 34%[activator] | -9% | -9% | -5% | -16% | -3% | -4 | 0% | 9%
O=C(Nc1ccc(Oc2cccnc2)cc1)c1ccc([N+](=O)[O-])cc1 | 49%[activator] | -7% | -5% | 4% | -18% | -1% | -6 | -2% | -14%
CCOC(=O)C1(Cc2ccccc2C)CCCN(C(=O)c2ccc3nccnc3c2)C1 (stereo not given) | 19% | -2% | -20% | -8% | -10% | 2% | -10 | -1% | 41%
CCN(CC)S(=O)(=O)c1ccc(C)c(N=C=S)c1 | 53%[activator] | 1% | ? | -11% | -8% | -1% | -8 | 1% | -1%
Cc1cc(NC(=O)CCCN2C(=O)/C(=C/c3ccccc3Cl)SC2=S)no1 | 24% | -16% | -13% | -7% | -5% | -4% | -6 | -5% | 1%
Cc1ccc(C(=O)NCC(=O)OCC(=O)N2CCCc3ccccc32)cc1 | -5% | 1% | ? | 1% | -14% | -6% | -2 | -2% | -26%
Cc1cc2ccccc2c(=O)n1CC(=O)NCC(=O)N1CCN(c2ccccc2)CC1 | 10% | -1% | -3% | 2% | -8% | -3% | 3 | -2% | 7%
O=C(CCc1ccccc1)Nc1ccccc1 | 84%[activator] | 3% | ? | 5% | -14% | 8% | -6 | -4% | -14%
Nc1nc2ccccc2n1C(=O)c1ccc(F)cc1 | 67%[activator] | -1% | -7% | -11% | -10% | -13% | -10 | -4% | ?
Cc1cc(Cn2nnnc2-c2ccncc2)cc(C)c1O | 18% | 17% | -15% | -3% | 7% | -8% | -8 | -2% | ?
Cc1cccc(N2N=C(C(=O)N3CC(=O)Nc4ccccc43)CCC2=O)c1 | 32% | 3% | -6% | -6% | -7% | -4% | 3 | -5% | 2%
COCCNC(=O)C(C)Oc1ccc(Cl)cc1Cl (stereo not given) | 26% | 1% | -22% | -2% | -18% | -2% | 0 | 1% | 3%
CC1(C(=O)N/N=C/c2ccc([N+](=O)[O-])o2)CC1(Br)Br (stereo not given) | -10% | 1% | -10% | -4% | -2% | -4% | 5 | 3% | ?
CCOc1cc(-c2nc(C)c(C(C)=O)n2O)ccc1OCC(=O)Nc1ccc(F)cc1 | 15% | 1% | -2% | -2% | -1% | 5% | 3 | -2% | 2%
CCCC(=O)Nc1ncnc2c1ncn2[C@@H]1O[C@@H]2OP(=O)(O)OC[C@H]2[C@H]1OC(=O)CCC | 28% | 10% | . | 7% | -8% | -1% | -1 | . | .
O=C(c1cc2n(n1)C(C(F)(F)F)CC(c1ccco1)N2)N1CCc2ccccc2C1 (stereo not given) | -10% | -2% | ? | -2% | -16% | -9% | 1 | -13% | 0%
CC(=O)c1cccc(NC(=O)/C(=C\c2cccnc2)NC(=O)c2ccco2)c1 | 22% | -2% | -2% | -1% | -17% | -3% | -7 | -2% | 33%

8 entries from above, arranged by molar mass, ascending.
SMILES | Pol iota inh | APEX1 inh | Anesthetic bind | Pol kappa inh | POLH inh | Glioma ERSR ind | LDHA block | BLM inh | POLB inh
O=C(CCc1ccccc1)Nc1ccccc1 | 84%[activator] | 3% | ? | 5% | -14% | 8% | -6 | -4% | -14%
COCCNC(=O)C(C)Oc1ccc(Cl)cc1Cl (stereo not given) | 26% | 1% | -22% | -2% | -18% | -2% | 0 | 1% | 3%
Cc1cccc(N2N=C(C(=O)N3CC(=O)Nc4ccccc43)CCC2=O)c1 | 32% | 3% | -6% | -6% | -7% | -4% | 3 | -5% | 2%
Cc1ccc(C(=O)NCC(=O)OCC(=O)N2CCCc3ccccc32)cc1 | -5% | 1% | ? | 1% | -14% | -6% | -2 | -2% | -26%
CC1(C(=O)N/N=C/c2ccc([N+](=O)[O-])o2)CC1(Br)Br (stereo not given) | -10% | 1% | -10% | -4% | -2% | -4% | 5 | 3% | ?
O=C(c1cc2n(n1)C(C(F)(F)F)CC(c1ccco1)N2)N1CCc2ccccc2C1 (stereo not given) | -10% | -2% | ? | -2% | -16% | -9% | 1 | -13% | 0%
Cc1cc2ccccc2c(=O)n1CC(=O)NCC(=O)N1CCN(c2ccccc2)CC1 | 10% | -1% | -3% | 2% | -8% | -3% | 3 | -2% | 7%
CCCC(=O)Nc1ncnc2c1ncn2[C@@H]1O[C@@H]2OP(=O)(O)OC[C@H]2[C@H]1OC(=O)CCC | 28% | 10% | . | 7% | -8% | -1% | -1 | . | .
